human PMI inhibition: MPI enzyme activity inhibition – biochemical, fluorescence intensity, coupled assay, primary screen (AID 1209); actives 0.42% (n = 190,000); inhibition, % at 20 µM, or IC50 in µM where a hit was titrated; purified PMI enzyme, coupled fluorescence intensity; higher % means a stronger effect;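 further: plate controls were DMSO vehicle for no effect and wells lacking substrate for full effect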
XIAP displacement: small molecules displacing peptide from XIAP – biochemical, IAP family, fluorescence polarization (AID 1018). XIAP BIR domain, fluorescence polarization peptide displacement; higher % means a stronger effect. displacement, % at 20 µM; hits with a dose series show IC50 in µM. actives 0.007% (n = 200,000); in the data active means displacement above about 50%; further: a part of the inactive calls stands beside numbers as strong as those of hits
M1AAP inhibition: malaria alanyl aminopeptidase activity blockers – biochemical, fluorogenic H-Leu-NHMec substrate, 1536-well (AID 1445). actives 0.42% (n = 220,000). inhibition, % at 30 µM; hits with a dose series show IC50 in µM. recombinant M1AAP, H-Leu-NHMec fluorogenic kinetic assay; higher % means a stronger effect;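 active means primary inhibition above the hit cutoff, then over 50% inhibition at one or more dose response concentrations, cut at about 23% in these data, passing the limit was not always enough; inconclusive means conflicting primary data, or primary hits not chosen for dose response; inactive means low primary inhibition, or under 50% at every dose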;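 further: plate controls were DMSO full reaction for no effect and no enzyme background for full effect; strong numbers were not always called active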
Lipid droplet: modulators of hepatic lipid droplet formation. actives 0.4% (n = 240,000). inhibition, % at 6.5 µM. AML12 mouse hepatocytes, oleate lipid droplets, BODIPY imaging;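 active means lipid droplet intensity inhibited by at least 50%, with more than 500 cells counted; inconclusive means wells with under 300 cells, treated as cytotoxic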
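Assay system: AML12 mouse liver cells | Compound dosing: One dose, 6.5 µM compound | Read-out basis: Droplet intensity reduction, % inhibition | Measured by: Fluorescence imaging, 20x objective, two fields per well | Schedule: Overnight treatment with compound plus oleate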
TNAP activation fold: stimulation of alkaline phosphatase TNAP activity – biochemical, luminescent, no phosphate acceptor, uHTS, primary screen (AID 1001); purified TNAP, luminescent activation assay, no phosphate acceptor; higher activation fold means a stronger effect; activation fold at 20 µM; hits with a dose series show EC50 in µM; actives 0.03% (n = 200,000); in the data active means activation fold from about 3, or a potency from the dose series; inactive means the rest, 99 in 100 with activation fold below about 1.6; further: many of its hits are not listed in these tables
UTI89 phage lysis: inhibition of K1F phage lysis, E. coli UTI89, bacterial capsule biogenesis inhibitors, alamar blue (AID 488966); inhibition, % at 100 µM, or IC50 in µM where a hit was titrated; actives 0.02% (n = 340,000); E. coli UTI89 K1F phage lysis, alamar blue, 2 h; higher % means a stronger effect;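 active means phage lysis inhibition, versus mean bacterial control, above a set limit; inconclusive means no clear call, values can overlap the other calls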;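 further: capsule biogenesis inhibitors block K1F phage lysis so surviving cells raise fluorescence; higher fluorescence means more inhibition of phage lysis; actives were called in the ten point dose series up to 300 µM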
M17LAP inhibition: P. falciparum M17LAP inhibitors, primary screen, biochemical, fluorogenic H-Leu-NHMec substrate, 1536-well (AID 1619) | recombinant M17LAP, H-Leu-NHMec fluorogenic kinetic assay; higher % means a stronger effect | actives 0.38% (n = 220,000) | inhibition, % at 30 µM; hits with a dose series show IC50 in µM;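 active means compound inhibiting the enzyme by more than half at any dose during confirmatory dose-response retesting; inconclusive means strong single-dose inhibitors picked by rank but not retested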;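 further: plate controls were full reaction with DMSO carrier for no effect and no enzyme background for full effect; strong numbers were not always called active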
PMI inhibition: MPI inhibition at elevated mannose 6-phosphate – biochemical, fluorescence intensity, high mannose 6-phosphate, primary screen (AID 1220); recombinant PMI enzyme, coupled fluorescence intensity; higher % means a stronger effect; actives 0.66% (n = 190,000); inhibition, % at 20 µM; hits with a dose series show IC50 in µM
Siah-1 displacement: Siah-1 peptide-binding antagonists, primary screen, biochemical, fluorescence polarization, rhodamine-plectin, uHTS (AID 1817); displacement, % at 20 µM; hits with a dose series show IC50 in µM; actives 0.02% (n = 290,000); Siah-1 / rhodamine-plectin peptide fluorescence polarization; higher % means a stronger effect;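 active means displacement of at least 50% at 20 µM, with a fluorescence ratio check between 0.3 and a set limit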;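 further: plate controls were Siah plus tracer with DMSO for no effect and tracer alone without Siah for full effect; strong numbers were not always called active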
Lipid droplet cells 6.5 µM: second read-out of Lipid droplet, no call of its own (marks repeat the call); cell count; measured here: cell count, cytotoxicity flag;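 cells counted across two imaged fields per well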
An asterisk follows results filed as active; i = inactive; ? = inconclusive; nt = no result given; [ ] = another dose, or the depositor's remark. Unless noted, no stated cut-off is given here; in the data, active means inhibition above about 50%; inactive means the rest. Rows were taken by chance; 1.9% or so of the library scored in one or more.

Every second line gives: M17LAP inhibition	TNAP activation fold	XIAP displacement	human PMI inhibition	Siah-1 displacement	PMI inhibition	UTI89 phage lysis	Lipid droplet	Lipid droplet cells 6.5 µM	M1AAP inhibition
- Cc1ccc([N+](=O)[O-])c(OCCN2C(=O)NC(C)(C)C2=O)c1
    2%	1.1	-7.1%	8%	-4%	3%	2.1%	8	594	10%
- COc1ccc(/C=N/OCC(=O)N2CCCC2)c(OC)c1
    9%	1	-3.9%	3%	4%	6%	0.5%	-10	684	1%
- CCN(CC)S(=O)(=O)c1ccc(NC=C(C#N)C#N)cc1
    -17%	nt	nt	nt	4%	nt	-0.1%	24	702	5%
- O=C(Nc1cc(C(F)(F)F)ccc1F)C1CCC1
    3%	1.1	1.6%	-5%	-2%	-6%	-0.1%	-1	779	-4%
- COc1cccc(N(C(=O)Cn2nnc(-c3ccc(C)o3)n2)C(C(=O)NC(C)(C)C)c2cccs2)c1 (stereo not given)
    -11%	1	-4.1%	4%	-5%	2%	-0.6%	1	714	-7%
- Cc1c(NC(=O)c2ccc(Cl)s2)c(=O)n(-c2ccccc2)n1C
    -8%	1.1	-0.8%	3%	2%	5%	2.1%	9	612	-11%
- O=C(NCCCn1ccnc1)c1sc2cccc(F)c2c1Cl
    10%	1	-1.8%	10%	2%	8%	7.1%	-5	751	4%
- O=C1CCCN1Cc1ncnn1-c1ccccc1
    6%	1.1	2.8%	-7%	7%	-8%	0.3%	-5	752	12%
- Cc1c(Cl)cccc1S(=O)(=O)Nc1ccnn1C
    4%	nt	nt	nt	8%	nt	0.1%	-3	620	2%
- Cc1nc2cc(C(F)(F)F)ccc2n1C
    0%	1	-22%	4%	1%	8%	-0.4%	2	671	1%
- Cn1c(-c2ccccc2)cnc1SCc1nc2ccccc2c(=O)[nH]1
    -5%	1	-6.7%	24%	-2%	16%	0.1%	2	664	-2%
- CCOC(=O)c1c(NC(=O)CSc2nnc3c(Cl)cc(Cl)cn23)sc2c1CCC2
    8%	1.1	-7.2%	31%	-5%	27%	3.1%[50 µM]	-23	640	6%
- OCCNCC(O)Cn1c2ccccc2c2ccccc21 (stereo not given)
    -1%	1.1	-3.3%	-2%	0%	-4%	0.2%	-15	727	2%
- NC(=O)c1cc2ccc(O)cc2oc1=Nc1ccccc1
    14%	1	-4.7%	2%	-3%	-6%	-0.2%	nt	nt	4%
- CCCCCCNC(=O)Nc1ccccc1
    8%	1.1	-3.2%	6%	-7%	1%	0.6%	nt	nt	5%
- CN(C)CCCNc1ncnc2c1cnn2-c1ccccc1
    -1%	1.2	-0.4%	1%	-2%	-9%	0.6%	nt	nt	12%
- O=C(CSc1nnc(-c2ccco2)n1Cc1ccccc1)NCc1ccccc1
    15%	1	-0.3%	9%	4%	9%	i	-68	703	0%
- CC(=O)c1cccc(NC(=S)NC(=O)c2ccc(Cl)cc2)c1
    -2%	0.8	-3.8%	10%	2%	8%	0.2%[50 µM]	1	720	13%
- O=C(N/N=C/c1ccc([N+](=O)[O-])o1)c1sc2ccccc2c1Cl
    -4%	nt	nt	nt	44%	nt	-0.3%	-8	644	7%
- COc1ccc(/C=C(\C#N)C(=O)NCc2cccnc2)cc1OC
    24%	1	-1.8%	2%	0%	7%	-1.1%	18	744	7%
- O=C1CC(c2ccccc2)CC(O)=C1C=NCc1ccc(Cl)cc1 (stereo not given)
    -5%	1.1	-4.9%	-2%	3%	5%	0.3%	nt	nt	1%
- O=C(N/N=C/c1c(O)ccc2ccccc12)c1ccc[n+](CCO)c1
    27%	1.4	-7.1%	19%	4%	34%	-0.1%	-15	695	32%
- COCC(=O)Nc1ccc2nc3n(c(=O)c2c1)CCCCC3
    -7%	nt	nt	nt	-8%	nt	0.3%	2	804	0%
- CCn1cc(Br)c(C(=O)N2CCN(c3ccccc3)CC2)n1
    -3%	1.1	-0.8%	-10%	0%	-24%	2.6%	16	756	1%
- Cc1cccc(NC(=S)NNc2ncc(C(F)(F)F)cc2Cl)c1
    21%	1.8	-14%	6%	1%	-10%	9.1%	7	607	-11%
- COc1ccc(-c2nn(-c3ccccc3)cc2/C=N/Nc2ccc(S(N)(=O)=O)cc2[N+](=O)[O-])cc1OC
    -4%	0.8	0.7%	5%	7%	1%	-1.7%	18	611	2%
- COc1ccc2c(c1)O[C@@H](c1cccc(C(F)(F)F)c1)[C@H](OC(=O)NCCc1ccc(OC)c(OC)c1)C2=O
    3%	1	-12%	-5%	4%	13%	nt	64*	705*	7%
- O=c1nccc(NCc2ccco2)[nH]1
    5%	1.1	-5.7%	-15%	-3%	-17%	0.4%	nt	nt	2%
- Cc1nc2ncnn2c(C)c1CCC(=O)N1CCCCC1
    2%	1.2	-0.2%	2%	4%	0%	3.7%	15	813	2%
- O=C(COc1ncnc2scc(-c3ccc(Cl)cc3)c12)NCc1ccco1
    16%	1.1	-9.5%	12%	-1%	8%	-0.2%	nt	nt	8%
- CC(C)(C)C1CCC(=NNC(=O)C(=O)NC2CCCCC2)CC1 (stereo not given)
    -3%	1.1	-6.8%	9%	-5%	9%	1.1%[50 µM]	-8	639	4%
- O=c1c(-c2ccnn2-c2ccc(F)cc2)cnc2n1CCS2
    2%	1.1	0.6%	-1%	-2%	-6%	3.0%	-1	747	-5%
- CC1=CC(C)(C)N2C(=O)C3(N=C(N)NC(Nc4ccccc4)=N3)c3cc(C)cc1c32 (stereo not given)
    -2%	1.6	-4.8%	7%	4%	5%	5.1%[50 µM]	11	637	-1%
- N#Cc1c(-c2ccccc2)nc(SCC(=O)Nc2ccccc2F)[nH]c1=O
    ?	1.1	-2.5%	1%	-2%	-6%	7.3%	-4	747	?
- COc1ccccc1Cc1nc(-c2ccncc2)no1
    3%	1	-5.9%	0%	2%	-7%	-0.2%	2	689	-3%
- CCn1cc(C(=O)N2CCc3ccccc3C2)c(=O)c2cc(S(=O)(=O)N3CCCCC3)ccc21
    8%	1	-3.2%	9%	-4%	9%	nt	-8	774	1%
- COc1ccccc1N1CCN(C(=S)Nc2ccc3nc(N4CCOCC4)cc(C)c3c2)CC1
    -17%	1	-7.4%	39%	-15%	62%*	0.2%	9	735	3%
- NC(=O)c1sc2nc3c(c(-c4ccco4)c2c1N)CCC3
    -1%	1	-8.7%	-19%	10%	-59%	-0.4%	-12	619	13%
- Cc1nc(N)sc1C(=O)N1N=N1
    3%	nt	nt	nt	4%	nt	-1.2%	11	735	1%
- O=C(/C=C/Nc1ccc([N+](=O)[O-])cc1)c1ccc(Br)cc1
    7%	1.1	-3.0%	-7%	6%	-2%	8.7%	3	641	1%
- O=C(/C=C/c1ccco1)Nc1ccccc1C(=O)O
    28%	1	-2.7%	-4%	9%	4%	nt	13	664	8%
- COc1ccc(-c2nnc(SCC(=O)N(Cc3ccccc3)C(C)(C)C)o2)cc1OC
    8%	1	-5.6%	18%	-1%	21%	-0.2%	nt	nt	0%
- Cc1ccc(NC(=O)c2ccc(OCC3CCCO3)cc2)cc1 (stereo not given)
    -1%	1.1	-3.9%	-13%	2%	-13%	-0.4%	-6	693	11%
- NS(=O)(=O)c1ccc(N=Nc2c(=O)[nH]n3c(=O)c4c([nH]c23)CCCC4)cc1
    53%	1.2	-6.2%	-9%	0%	-13%	-1.5%	1	699	14%
- CCO[C@@H]1OC(C(=O)N2CCN(Cc3ccccc3)CC2)=C[C@H](c2ccc(Br)cc2)[C@H]1CCCO
    9%	1.1	-24%	6%	2%	-1%	0.5%	7	724	11%
- Cc1csc(SCC(=O)NC(C)c2ccccc2)n1 (stereo not given)
    -2%	1.1	-6.2%	-18%	5%	-18%	0.9%	0	751	5%
- COc1cc(CNc2ccc(C)c(C)c2)cc(OC)c1OC
    2%	1.1	-4.1%	-6%	0%	0%	0.7%	nt	nt	1%
- Cn1cc(CCNC(=O)CC2C(=O)NCCN2Cc2cccc(Oc3ccccc3)c2)cn1 (stereo not given)
    -14%	1.2	-2.4%	-7%	2%	15%	-0.4%	14	690	-9%
- COC(=O)c1c(NC(NC(C)=O)C(Cl)(Cl)Cl)sc2c1CCCC2 (stereo not given)
    4%	1	-5.2%	22%	-5%	12%	0.8%[50 µM]	14	713	4%
- COCCn1c(SCC(=O)Nc2ccc(C)cc2C)nc2c(oc3ccccc32)c1=O
    -7%	1.3	-6.6%	-12%	0%	-7%	-1.4%	-11	709	-4%
- c1ccc2c(C3=NNC(=NC4CCCCC4)SC3)c[nH]c2c1
    10%	1.1	-6.6%	16%	-2%	11%	1.0%	-13	662	2%
- Nc1nncn1C(=O)c1ccccc1Cl
    0%	0.9	-4.0%	8%	3%	14%	0.3%	16	677	-4%
- CCc1ccc(OCC(=O)NC(NC(=S)Nc2ccccc2OC)C(Cl)(Cl)Cl)cc1 (stereo not given)
    -2%	1.1	-6.1%	7%	8%	3%	-2.9%	7	643	3%
- CCCCc1nnc(SCc2ccc(OCC)cc2)n1N
    17%	1.1	1.5%	-6%	5%	1%	0.1%	nt	nt	-1%
- O=C1c2oc3ccccc3c(=O)c2C(c2cccc(O)c2)N1CCCN1CCOCC1 (stereo not given)
    7%	1.2	0.7%	-4%	-2%	1%	11%	nt	nt	27%*
- CC(C)CCNC(=O)c1ccc2c(SCC(=O)O)c3c(nc2c1)CCC3
    7%	nt	nt	nt	-2%	nt	-0.2%	-11	644	1%
- COc1ccc(C(=O)NCc2nc3ccccc3[nH]2)cc1OC
    8%	1.2	-7.7%	15%	0%	17%	1.0%	-6	709	5%
- CCC(=O)Nc1ccc(OCc2nc3ccccc3s2)cc1
    3%	1	-7.0%	25%	-1%	-1%	0.3%	15	654	2%
- COc1cccc(C(=O)Nc2ccc(S(=O)(=O)Nc3nccc(C)n3)cc2)c1
    17%	1	2.8%	7%	2%	9%	3.9%	24	665	3%
- COc1cc(C(=O)Nc2nc(C)cc(C)n2)cc(OC)c1OC
    -4%	nt	nt	nt	2%	nt	-0.1%	-5	681	-1%
- CCCCc1ccc(NC(=O)OC)cc1
    10%	1.2	-1.4%	2%	4%	1%	-0.3%	nt	nt	-1%
- CSc1nnc(COc2ccc(C)cc2)n1N
    17%	1.1	-8.3%	-5%	2%	-8%	-0.1%	3	742	4%
- Cc1ccc(NCCC#N)cc1C
    3%	1.1	-0.6%	-5%	1%	-4%	0.1%[50 µM]	4	618	0%

Source: PubChem BioAssay (several laboratories)
